Screens (PubChem BioAssay)
GAA spleen mod: qHTS Assay for Inhibitors and Activators of Human alpha-Glucosidase From Spleen Homogenate; 240,000 tested, 0.006% active; Potency, µM (highest dose often 79.9 µM), without a hit: top-dose activity change, negative = inhibition, usual class: inhibitors; AID 2112, 2009; human spleen homogenate, 4-MU-alpha-glucoside fluorescence;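 also: 0% = enzyme with vehicle and -100% = no enzyme basal signal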
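AC50 values come from Hill-equation fits of concentration-response data, normalized to no-enzyme and full-activity controls. Enzyme source: 1 ug human spleen homogenate; 1 mM fluorogenic 4-MU glucoside, pH 5.0 citrate buffer, 37 C, 40 min.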
GoLoco inh red: qHTS Assay for Inhibitors of RGS12 GoLoco Motif Activity (Red Fluorophore); 230,000 tested, 0.44% active; Potency, µM (titrated, usually from 61.6 µM), for the others: top-dose activity, negative = inhibition, actives largely listed as inhibitors; AID 880, 2007; Gai1:RGS12 GoLoco peptide FP, rhodamine, 10 min; Guanine nucleotide-binding protein G(i) subunit alpha-1 (Homo sapiens), P63096; active = well fitted inhibition curve with a large enough effect, not every such curve was filed as active; inactive = no such curve, though single readings can be large or run the other way; also: % is scaled to controls: 0 for no effect and ±100 for the full control effect; nearly all actives have a fitted effect of over 30% in size; many of its hits are not listed in these tables
Target sequence (P63096 whole entry, looked up): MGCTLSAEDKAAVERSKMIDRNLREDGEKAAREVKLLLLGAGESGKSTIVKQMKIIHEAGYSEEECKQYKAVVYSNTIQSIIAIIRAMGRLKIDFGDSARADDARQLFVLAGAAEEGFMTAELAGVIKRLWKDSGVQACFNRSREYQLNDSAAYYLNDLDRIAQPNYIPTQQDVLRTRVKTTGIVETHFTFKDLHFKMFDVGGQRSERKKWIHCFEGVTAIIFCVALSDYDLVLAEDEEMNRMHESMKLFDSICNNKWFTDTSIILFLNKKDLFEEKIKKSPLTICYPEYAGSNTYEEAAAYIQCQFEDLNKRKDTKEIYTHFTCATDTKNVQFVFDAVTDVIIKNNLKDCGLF
GAA inhib: qHTS Assay for Inhibitors of Human alpha-Glucosidase as a Potential Chaperone Treatment of Pompe Disease; Lysosomal alpha-glucosidase (Homo sapiens), P10253; Potency, µM (top dose mostly 76.9 µM), for the others: at the highest dose activity change, negative = inhibition, most hits filed as inhibitors; 200,000 tested, 0.005% active; AID 1466, 2008; purified human GAA, 4-MU-alpha-glucoside fluorescence;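 also: plate controls were uninhibited enzyme wells for no effect and no-enzyme background for full effect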
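Fluorescence at Ex 365/Em 440 nm from 4-methylumbelliferone reported enzyme activity after 20 min at room temperature. Reactions used 4 nM enzyme and 400 uM substrate at pH 5.0; curves fitted with the Hill equation.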
GLA spleen mod: qHTS Assay for Inhibitors and Activators of Human alpha-Galactosidase From Spleen Homogenate | human spleen homogenate, 4MU-alpha-Gal fluorescence, 40 min | Potency, µM (titrated, usually from 80 µM), for the others: at the top dose activity change, negative = inhibition, actives largely listed as inhibitors | 240,000 tested, 0.008% active | AID 2107, 2009;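 also: 0% = enzyme with vehicle and -100% = no enzyme basal signal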
Target sequence (P06280 32-429 limits assumed): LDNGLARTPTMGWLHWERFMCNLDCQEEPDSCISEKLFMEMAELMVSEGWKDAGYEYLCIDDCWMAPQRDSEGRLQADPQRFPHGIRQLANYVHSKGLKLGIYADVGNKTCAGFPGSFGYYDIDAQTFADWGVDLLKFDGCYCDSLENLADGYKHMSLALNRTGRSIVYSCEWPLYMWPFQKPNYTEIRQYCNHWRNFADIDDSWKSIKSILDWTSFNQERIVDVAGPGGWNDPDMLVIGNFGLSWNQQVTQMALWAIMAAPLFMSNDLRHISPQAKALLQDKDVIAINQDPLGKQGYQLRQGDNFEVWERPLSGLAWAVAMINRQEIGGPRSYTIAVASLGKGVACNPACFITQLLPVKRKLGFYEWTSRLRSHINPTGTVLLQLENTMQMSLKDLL
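Human spleen homogenate (1 ug) as enzyme source, 4-methylumbelliferyl-alpha-D-galactopyranoside 1 mM final, citrate/phosphate pH 5.0 with 0.01% Tween-20. Compounds 40 min at 37C, NaOH/glycine stop; fluorescence Ex 365/Em 440, Hill-fit AC50.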
SMN2 splice enh: qHTS Assay for Enhancers of SMN2 Splice Variant Expression | 210,000 tested, 2.8% active | Potency, µM (doses to about 46.1 µM), without a hit: at the highest dose activity change, positive = activation, hits mostly activators | AID 1458, 2008 | HEK293 SMN2-luciferase splicing reporter, luminescence, 30-36 h; also: % of control where 0% means no effect; nearly all actives have a fitted effect of over 55% in size
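qHTS luciferase splicing reporter: luminescence rises when SMN2 exon 7 is included in transfected HEK293 cells. Compound exposure lasted 30-36 h at 37C, with 4.5 mM final sodium butyrate as control, followed by a ONE-Glo read.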
ALDH1A1 inh: qHTS Assay for Inhibitors of Aldehyde Dehydrogenase 1 (ALDH1A1); 220,000 tested, 7.3% active; Potency, µM (titrated, usually from 75.3 µM), inactives show at the top dose activity, negative = inhibition, hits mostly inhibitors; AID 1030, 2008; Aldehyde dehydrogenase 1A1 (Homo sapiens), P00352; Purified ALDH1A1, NADH fluorescence, propionaldehyde substrate; active = well fitted inhibition curve with a large enough effect, not every such curve was filed as active; inconclusive = small, poorly fitted or top-dose-only effect, or another doubt; inactive = no such curve, though single readings can be large or run the other way;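 also: plate controls were no enzyme wells and a reference inhibitor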
GAA glycogen mod: qHTS Assay for Inhibitors and Activators of Human alpha-Glucosidase Cleavage of Glycogen | Lysosomal alpha-glucosidase (Homo sapiens), P10253 | recombinant GAA, glycogen substrate, Amplex Red glucose oxidase fluorescence | Potency, µM (doses to about 76.4 µM), for inactives: at the top dose activity change, negative = inhibition, most hits filed as inhibitors | AID 2100, 2009 | 300,000 tested, 0.38% active;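 also: 0% = full enzyme reaction and -100% = no-enzyme basal signal; the screen sought inhibitors and activators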
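Natural-substrate format: glycogen cleavage by 4 nM human enzyme, glucose read by Amplex Red coupling (Ex 573, Em 610 nm). Normalized to enzyme and no-enzyme controls.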
KDM4E inh: qHTS Assay for Inhibitors of Human Jumonji Domain Containing 2E (JMJD2E); Potency, µM (highest dose often 57.1 µM), without a hit: at the top dose activity change, negative = inhibition, actives largely listed as inhibitors; 230,000 tested, 1.6% active; JMJD2E catalytic domain, FDH-coupled NADH fluorescence (FDH is formaldehyde dehydrogenase); AID 2147, 2009; active = well fitted inhibition curve with a large enough effect, not every such curve was filed as active; inconclusive = small, poorly fitted or top-dose-only effect, or another doubt; inactive = no such curve, though single readings can be large or run the other way;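 also: 0% = wells with enzyme and -100% = buffer wells without enzyme; nearly all actives have a fitted effect of over 50% in size; many of its hits are not listed in these tables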
Target sequence (B2RXH2 1-337 limits assumed): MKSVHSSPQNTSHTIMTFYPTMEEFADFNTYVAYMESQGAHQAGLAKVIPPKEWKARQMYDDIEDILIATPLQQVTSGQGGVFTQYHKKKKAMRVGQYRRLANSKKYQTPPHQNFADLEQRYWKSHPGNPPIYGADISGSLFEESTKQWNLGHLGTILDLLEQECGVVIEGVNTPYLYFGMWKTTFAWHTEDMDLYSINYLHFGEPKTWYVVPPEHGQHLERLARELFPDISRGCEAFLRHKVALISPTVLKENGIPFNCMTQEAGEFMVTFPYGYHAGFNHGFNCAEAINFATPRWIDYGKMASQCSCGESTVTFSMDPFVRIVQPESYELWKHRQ
* = called active by the depositor; ? = inconclusive; . = not tested or not shown; [ ] = another dose, or the depositor's remark. Unless noted, calls follow the shape of the dose curve; as a rule, active = well fitted curve in the direction sought with a large enough effect; inconclusive = small, poorly fitted or top-dose-only effect, or another doubt; inactive = no such curve, though single readings can be large; an effect the other way counts as inactive or inconclusive. Potency is read from the fitted curve at half-maximal effect. Only part of the results is shown; count on the stated rates, not on these rows.

SMILES | GAA spleen mod | GoLoco inh red | GAA inhib | GLA spleen mod | SMN2 splice enh | ALDH1A1 inh | GAA glycogen mod | KDM4E inh
COC(=O)c1ccc2nc(NC(=O)COC(=O)CSc3nc(C)cc(C)n3)sc2c1 | 6% | 2% | 0% | -1% | ? | 4% | 7% | -29%
O=C(NCc1ccccn1)Nc1ccc(Cl)c(Cl)c1 | -12% | 9% | -1% | ? | -1% | 4% | -2% | 0%
c1ccc2c3c([nH]c2c1)C(C1CCCCC1)N(Cc1ncc[nH]1)CC3 (configuration not stated) | -5% | -4% | ? | 6% | . | -4% | -4% | -21%
O=C(OCCOCCN=C1NS(=O)(=O)c2ccccc21)c1ccncc1 | -2% | . | -2% | -17% | . | 10% | 7% | 5%
O=C1C(Oc2ccccc2)C(c2ccc3c(c2)OCO3)N1CCc1ccc(F)cc1 (configuration not stated) | -3% | 5% | -3% | -2% | -9% | -5% | 7% | 6%
COc1ccccc1C(=O)N(Cc1cccs1)C1CCS(=O)(=O)C1 (configuration not stated) | -9% | -5% | ? | -5% | -1% | 11% | 0% | 5%
CCc1ccc(/C=C2/Sc3ccccc3N(CC(=O)NCCCOC)C2=O)cc1 | 0% | 8% | -2% | 5% | 7% | 12% | -12% | -9%
O=[N+]([O-])c1ccc(-c2cc(-c3ccncc3)nc3ccc4ccccc4c23)cc1 | -8% | 3% | -6% | 1% | ? | -6% | 4% | 19%
C=CCc1cc(C)cc(C)c1OCCn1cncn1 | 6% | 7% | 3% | -2% | 2% | 7% | 3% | 12%
Cc1ccc(OC(=O)c2ccc(S(=O)(=O)N(C)C)cc2)c(-n2nc3ccccc3n2)c1 | -18% | 1% | -13% | 20% | ? | ? | -6% | -2%
O=C(O)c1ccc2c(c1)C1C=CCC1C(c1ccncc1)N2 (configuration not stated) | 2% | -14% | . | 7% | . | . | 10% | 14µM*
Cc1cc(C(=O)OCC(=O)Nc2ncc(C(F)(F)F)cc2Cl)c(C)o1 | 3% | 15% | -2% | 11% | ? | -11% | 1% | -6%

The final two compounds of the section above lead into the next.
SMILES | GAA spleen mod | GoLoco inh red | GAA inhib | GLA spleen mod | SMN2 splice enh | ALDH1A1 inh | GAA glycogen mod | KDM4E inh
O=C(O)c1ccc2c(c1)C1C=CCC1C(c1ccncc1)N2 (configuration not stated) | 2% | -14% | . | 7% | . | . | 10% | 14µM*
Cc1cc(C(=O)OCC(=O)Nc2ncc(C(F)(F)F)cc2Cl)c(C)o1 | 3% | 15% | -2% | 11% | ? | -11% | 1% | -6%
CCOc1ccccc1CN1CCN(Cc2nc3c(s2)CCCC3)CC1CCO (configuration not stated) | 0% | 27% | 14% | 0% | -26% | ? | 5% | ?
Cc1cc(C)n(C(=O)/C(C#N)=N\Nc2ccccc2[N+](=O)[O-])n1 | . | -1% | -8% | -9% | -5% | -16% | 3% | 7%
Nc1ncnc2c1CCC2 | 6% | 2% | 6% | 0% | 1% | 1% | 2% | 5%
O=C(CCSc1nnc2ccccn12)Nc1ccc2c(c1)OCO2 | -4% | 11% | -8% | -3% | 24% | -4% | 2% | -5%
CC1CCC/C(=N\NC(=S)Nc2ccccc2)C1 (configuration not stated) | 0% | -1% | 2% | -8% | -1% | ? | -28% | ?
COc1cccc(C2CC(c3ccc(NS(C)(=O)=O)cc3)=NN2C(=O)c2ccccc2)c1OC (configuration not stated) | -26% | 24% | -4% | -17% | -24% | 0% | 3% | ?
CC(=O)N(C(C)=O)S(=O)(=O)c1ccc(N=NN2CCOCC2)cc1 | -12% | 8% | -2% | 3% | 1%[1.84 µM] | 2% | 13% | -8%
COc1ccc(/C=N/NC(=O)CSCC(=O)Nc2ccccc2)cc1 | 0% | 3% | . | -1% | . | . | 9% | -6%
Fc1ccccc1 | 2% | 5% | . | 1% | -2% | -5% | . | .
COc1nc(-c2ccc(Cl)cc2)ccc1-c1noc(-c2cccs2)n1 | -1% | 69%[activator] | 12% | 10% | ? | ? | 3% | ?
O=C(CSc1nc2ccccc2n1Cc1ccccc1)N/N=C/c1ccco1 | -2% | -2% | 2% | -3% | -29% | -1% | 0% | 7%
COc1ccc(CN(C(=O)c2cccs2)C(C(=O)NC2CCCCC2)c2ccc3ncccc3c2)cc1 (configuration not stated) | -8% | -3% | -1% | -1% | -13% | ? | -5% | 6%
CC1=C/C(=C\c2ccc(Br)o2)C(=O)O1 | 2% | -1% | 2% | 1% | 1% | -4% | 0% | ?
Cc1cccn2c(=O)c3cc(C#N)c(=O)n(-c4c(C)n(C)n(-c5ccccc5)c4=O)c3nc12 | 10% | 4% | 2% | 8% | 5% | 10% | 3% | -20%
COc1ccc(C(=O)OCC(=O)NCc2ccco2)cc1S(=O)(=O)N1CCN(c2cccc(Cl)c2)CC1 | 3% | -20% | -3% | 5% | 5% | 5% | -2% | -11%
O=C(CSc1nc2cc(S(=O)(=O)N3CCOCC3)ccc2o1)NC1CCCc2ccccc21 (configuration not stated) | -17% | 0% | ? | -1% | -40%[inhibitor] | 2.2µM* | 1% | -13%
CN(Cc1cn(C)nc1-c1ccc(Oc2ccccc2)cc1)C1CCOC1 (configuration not stated) | -2% | -5% | . | 0% | . | . | 2% | -1%
CCOc1cc(C(=O)N(C)Cc2cc3ccccc3[nH]c2=O)cc(OCC)c1OCC | -14% | 4% | 3% | 19% | -17% | 9% | 4% | -3%
CCCc1[nH]nc2c1C(c1cc(OC)cc(OC)c1)C(C#N)=C(N)O2 (configuration not stated) | -1% | -5% | 1% | 6% | -1% | -8% | -22% | -15%
O=C(NCc1ccccc1)C(=O)NCC1OCCN1C(=O)c1ccc(Cl)cc1 (configuration not stated) | . | 3% | 3% | 6% | 1% | 12% | -1% | -1%
Cc1cc(C)n(-c2nc(SCC(=O)O)c3c4c(sc3n2)CCCC4)n1 | 8% | 25% | -1% | -12% | . | ? | -7% | ?
COc1ccccc1CNC(=O)COC(=O)[C@H](Cc1c[nH]c2ccccc12)NC(=O)c1cccs1 | 4% | 37%[activator] | 0% | 3% | 25% | 10% | 0% | 0%
CC(C)c1nnc(NC(=O)CSc2nnc(NC(=O)c3c(F)cccc3F)s2)s1 | 4% | 2% | 0% | -4% | 28% | -8% | 4% | ?
CC(CCC(=O)O)C1CCC2C3C(=O)C[C@@H]4CC(=O)CC[C@@]4(C)C3CC(=O)[C@]12C (some centres not stated) | -6% | 18% | . | 2% | -4% | 1% | . | -5%
COC(=O)Cn1ccc(N(C)C)c(C#N)c1=O | 4% | 5% | -10% | 7% | 3% | 7% | -4% | 2%
O=C(Nc1cccs1)Nc1c(F)c(F)c(F)c(F)c1F | -10% | -6% | 0% | 1% | -21% | 3% | ? | 4%
CCn1nnnc1SCC(=O)NCc1ccc2c(c1)OCO2 | 0% | -1% | 6% | 1% | 15% | -9% | -3% | 2%
CC(=O)n1cc([C@@H]2C=C(C(=O)Nc3ccccc3)O[C@H](OCCCCO)C2)c2ccccc21 | -10% | 2% | . | 1% | . | 13µM* | 1% | -10%
Cc1cc(C)nc(Nc2ccccc2Br)n1 | 0% | 8% | -1% | 6% | -1% | 16% | -3% | -2%
COc1ccc(CNC(=O)COC(=O)c2ccccc2C(=O)c2ccccc2)cc1 | 7% | 6% | 1% | 1% | 2% | ? | -1% | -9%
COC(=O)CNC(c1ccccc1)c1cc(Br)ccc1NC(=O)CCN1CCOCC1 (configuration not stated) | 5% | -14% | -4% | 10% | 4% | -1% | 9% | 2%
CC(=O)Nc1ccc2c(c1)OCCO2 | 2% | 6% | 2% | 5% | -7% | -13% | 17% | 5%
CC(C)(C)c1[nH]nc2c1C(c1ccsc1)C(C#N)=C(N)O2 (configuration not stated) | -3% | 5% | 14% | -3% | . | -8% | 10% | -3%
COc1cccc(NC(=S)N/N=C2\CC(C)(C)Oc3ccc(O)cc32)c1 | -6% | 10% | -5% | -9% | -9% | -53% | ? | ?
Cc1ccc(SCC(=O)O/N=C(\N)c2ccc([N+](=O)[O-])cc2)cc1 | -10% | 11% | -6% | -1% | 4% | -3% | -3% | 3%
O=C1CCc2cc(S(=O)(=O)N3CCC(C(=O)NC4CCCC4)CC3)ccc2N1 | -5% | -9% | -9% | 9% | -5% | 5% | . | 5%

Results in GoLoco inh red (6 entries from above):
SMILES	GoLoco inh red
COc1ccc(CNC(=O)COC(=O)c2ccccc2C(=O)c2ccccc2)cc1	6%
COC(=O)CNC(c1ccccc1)c1cc(Br)ccc1NC(=O)CCN1CCOCC1 (configuration not stated)	-14%
CC(=O)Nc1ccc2c(c1)OCCO2	6%
CC(C)(C)c1[nH]nc2c1C(c1ccsc1)C(C#N)=C(N)O2 (configuration not stated)	5%
COc1cccc(NC(=S)N/N=C2\CC(C)(C)Oc3ccc(O)cc32)c1	10%
Cc1ccc(SCC(=O)O/N=C(\N)c2ccc([N+](=O)[O-])cc2)cc1	11%

More structures.
SMILES | GAA spleen mod | GoLoco inh red | GAA inhib | GLA spleen mod | SMN2 splice enh | ALDH1A1 inh | GAA glycogen mod | KDM4E inh
CC(C)OC(=O)CSc1nnc(-c2cnccn2)n1Cc1ccco1 | -8% | 7% | -3% | 2% | -9% | -3% | -12% | 4%
COc1ccc(CCN2CC(C(=O)Nc3cccc(C(C)=O)c3)CC2=O)cc1OC (configuration not stated) | 0% | -1% | -1% | -6% | -22% | -1% | -10% | -3%
CCn1c(CN2CCN(Cc3ccc(C)cc3)C(CCO)C2)nc2ccccc21 (configuration not stated) | -6% | -3% | 8% | 1% | . | 1% | -9% | 1%
COC(=O)c1ccc(-n2c(C)ccc2-c2ccccc2)cc1 | -5% | -7% | 6% | -3% | -4% | ? | -4% | ?
Cc1cccn2c(=O)c(C=NCc3ccccc3)c(NCCO)nc12 | -5% | 1% | 3% | 24% | -14% | ? | -4% | ?
